Apoferritin bind: binds horse apoferritin like a general anesthetic. P02791. apoferritin/1-aminoanthracene competitive binding, fluorescence. Potency, µM (titrated, usually from 77.5 µM), inactives show at the top dose activity change, negative = displacement, usual class: inhibitors. actives 0.074% (n = 350,000). AID 485281; note: potency is the fitted concentration of half-maximal effect; % is set by controls: 0 for no effect and ±100 for the full control effect; nearly all actives have a fitted effect of over 20% in size
Target sequence (P02791 2-175 limits assumed): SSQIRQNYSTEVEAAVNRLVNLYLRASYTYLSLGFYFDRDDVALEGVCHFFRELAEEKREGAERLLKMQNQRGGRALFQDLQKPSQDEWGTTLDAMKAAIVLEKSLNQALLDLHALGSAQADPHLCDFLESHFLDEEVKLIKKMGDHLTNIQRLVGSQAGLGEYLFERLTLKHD
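In PBS, apoferritin at 10 uM is loaded with 1-AMA from a 50% saturated solution. After 10 min of compound exposure at ambient temperature, reduced 535 nm fluorescence indicates probe displacement.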
Pol iota inh: blocks human DNA polymerase iota activity; Potency, µM (series often up to 115 µM), without a hit: at the highest dose activity, negative = inhibition, actives largely listed as inhibitors; Q9UNA4; actives 1% (n = 390,000); Pol iota fluorescent replication assay, 10 min; note: potency is the fitted concentration of half-maximal effect
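Pol iota at 10 nM preincubated 15 min with compounds at room temperature; reaction started with fluorescent substrate, 50 nM final. Fluorescence read kinetically at 0 and 10 min; buffer-only wells as negative control.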
POLH inh: inhibitors of human DNA polymerase eta; Potency, µM (series often up to 114 µM), inactives show top-dose activity change, negative = inhibition, usual class: inhibitors; actives 1.2% (n = 390,000); recombinant Pol eta, fluorescent DNA replication assay; Q9Y253; note: potency is the fitted concentration of half-maximal effect; % is set by controls: 0 for no effect and ±100 for the full control effect
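Pol eta at 10 nM preincubated with compounds 15 min at room temperature; reaction started with fluorescent substrate (50 nM final) and read kinetically at 0 and 10 min.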
APEX1 inh: APE1 (human) endonuclease inhibition. Potency, µM (top dose mostly 65.8 µM), for inactives: top-dose activity change, negative = inhibition, usual class: inhibitors. AID 2517. actives 0.35% (n = 350,000). recombinant APE1, TAMRA/BHQ-2 abasic DNA cleavage fluorescence. P27695;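 note: potency is the fitted concentration of half-maximal effect; plate controls were vehicle for no effect and reference inhibitor for full effect; nearly all actives have a fitted effect of over 55% in size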
Target sequence (P27695 whole entry, looked up): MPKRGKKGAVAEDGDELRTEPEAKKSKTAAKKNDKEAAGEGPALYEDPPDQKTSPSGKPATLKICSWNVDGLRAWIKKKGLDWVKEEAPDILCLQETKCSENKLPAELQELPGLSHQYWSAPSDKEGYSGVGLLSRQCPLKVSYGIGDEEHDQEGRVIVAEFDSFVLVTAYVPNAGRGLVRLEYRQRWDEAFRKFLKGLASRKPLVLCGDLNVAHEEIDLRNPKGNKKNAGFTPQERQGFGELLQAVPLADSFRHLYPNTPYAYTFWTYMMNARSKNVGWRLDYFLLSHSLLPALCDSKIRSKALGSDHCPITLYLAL
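Readout is kinetic fluorescence (ex 525, em 598 nm) from cleavage of 50 nM TAMRA/BHQ-2 THF abasic duplex by 0.75 nM APE1, compound added 15 min beforehand at RT.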
BLM helicase inh: Bloom syndrome helicase (human) inhibition | P54132 | recombinant BLM DNA unwinding, fluorescence dequenching | Potency, µM (top dose mostly 56.1 µM), for inactives: at the highest dose activity change, negative = inhibition, actives largely listed as inhibitors | actives 0.2% (n = 350,000);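 note: potency is the fitted concentration of half-maximal effect; plate controls were vehicle for no effect and no enzyme for full effect; nearly all actives have a fitted effect of over 35% in size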
GRP78 ERSR act: inducers of ER stress response in human glioma cells; U87-MG GRP78 promoter luciferase reporter, 16 h; Potency, µM, without a hit: at the highest dose activation, most hits filed as activators; actives 0.02% (n = 420,000); note: potency is the fitted concentration of half-maximal effect; series mostly up to about 76 µM; % of control where 0% means no effect; nearly all actives have a fitted effect of over 35% in size
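Stably transfected U87-MG human glioma cells carrying a GRP78-based luminescent sensor were seeded at 1000 cells/well, pin-dosed with compounds and incubated 16 h. Luciferase reagent was then added, and end-point luminescence was read after 10 min at room temperature.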
Pol kappa inh: blocks human DNA polymerase kappa activity | purified Pol kappa, fluorescent DNA synthesis assay, 10 min | Potency, µM (titrated, usually from 107 µM), inactives show at the top dose activity, negative = inhibition, most hits filed as inhibitors | actives 0.53% (n = 400,000); note: potency is the fitted concentration of half-maximal effect; % is set by controls: 0 for no effect and ±100 for the full control effect
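10 nM Pol kappa preincubated 15 min at room temperature with compounds, then reaction started with substrate at 50 nM final. Fluorescence read kinetically at 0 and 10 min; buffer-only wells served as negative control.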
LDHA inh: blocks human lactate dehydrogenase A; P00338; purified LDHA, NADH/diaphorase-resazurin fluorescence; stronger effect = lower value; activity change, % (values are at about 110 or 230 µM); actives 0.15% (n = 480,000); AID 1347041; in the data active = activity change below about -30%; inconclusive = mostly about -25% to -30%;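 note: plate controls were DMSO wells for no effect and wells without enzyme for full effect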
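Human LDH5 (2 nM) was incubated with 0.06 mM NADH and 0.2 mM pyruvate for 5 min at room temperature in Tris pH 7.4. Remaining NADH was coupled through diaphorase/resazurin, and resorufin fluorescence was read at 0 and 20 min.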
POLB inh: DNA polymerase beta (human) inhibition. actives 1.3% (n = 340,000). Pol beta primer extension/strand displacement, fluorescence kinetic. P06746. Potency, µM (titrated, usually from 114 µM), without a hit: at the highest dose activity change, negative = inhibition, most hits filed as inhibitors; note: potency is the fitted concentration of half-maximal effect; % is set by controls: 0 for no effect and ±100 for the full control effect
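Enzyme-only controls used 10 nM Pol beta; buffer lacking enzyme served as negative control. Compound preincubated 15 min, then 50 nM substrate added; 0 and 10 min reads at room temperature.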
Starred values were filed as active, the others as inactive; u = inconclusive; x = no result given; & = joins results of further samples; [ ] = another dose, or the depositor's remark. Unless noted, calls come from the whole dose curve; as a rule, active = well fitted curve in the direction sought with a large enough effect; inconclusive = small, poorly fitted or top-dose-only effect, or another doubt; inactive = no such curve, though single readings can be large; an effect the other way counts as inactive or inconclusive.

Screens in order – Apoferritin bind	Pol iota inh	POLH inh	APEX1 inh	BLM helicase inh	GRP78 ERSR act	Pol kappa inh	LDHA inh	POLB inh
(1) O=C(CC1C(=O)N(c2ccccc2)C(=S)N1c1ccccc1)c1ccc(Br)cc1 (centres undefined)
  5%	45%[activator]	-8%	u	-5%	-2%	-13%	-11	-1%
(2) Cc1ccc(S(=O)(=O)N(CC(=O)N2CCCCC2)c2cccc(C)c2)cc1
  -11%	0%	-8%	1%	-1%	1%	-18%	-3	0%
(3) O=C(NCCS(=O)(=O)N1CCC2(CC1)OCCO2)c1ccccc1
  x	12%	-1%	16%	x	-3%	-4%	-14	x
(4) O=C(C(=O)N1CCN(c2ccccc2F)CC1)c1cn(CC(=O)N2CCOCC2)c2ccccc12
  -10%	25%	-16%	30%	1%	1%	8%	-2	39%
(5) CCCCOc1ccc(-c2nn(-c3ccccc3)cc2C2NC(=O)NC(C)=C2C(=O)OCC)cc1 (centres undefined)
  -16%	47%	-24%	x	-15%	9%	13%	1	4%
(6) COc1ccc(Cl)cc1NC(=O)C/C(C)=N/NC(=O)CC#N
  -11%	14%	-2%	1%	3%	-2%	3%	-2	-10%
(7) O=S(=O)(NC1CCN(S(=O)(=O)c2ccc3c(c2)OCCO3)C1)c1c(F)cccc1F (centres undefined)
  x	16%	-12%	38%[activator]	x	-5%	12%	3&-4	x
(8) COc1ccccc1C(=O)Nc1sc(Nc2ccccc2)nc1C(N)=O
  278%[activator]	15%	-14%	x	-3%	8%	0%[60.1 µM]	-3	-19%
(9) COCc1cc(C)nc(SCC(=O)N2CCC(C)CC2)c1C#N
  7%	u	-5%	11%	0%	-3%	0%	-11	23%
(10) CCCCCCN(C(=O)CCl)c1ccccc1
  246%[activator]	u	2%	2%	-6%	-15%	-5%	-10	-2%
(11) O=C(CSc1nnc(-c2cccnc2)o1)Oc1ccccc1
  -9%	11%	3%	19%	-2%	-3%	-13%	-7	41%
(12) COc1ccc(-c2csc(NC(=O)CS(=O)(=O)c3ccc(F)cc3)n2)cc1OC
  x	37%[activator]	-13%	-13%	x	-2%	-15%	6	x
(13) COc1ccccc1NC(=O)CSc1nnc(-c2ccccn2)n1Cc1ccco1
  -23%	-18%	u	-1%	0%	-3%	-28%	-1	0%
(14) COc1ccccc1CN1CCNC(=O)C1CC(=O)NCc1csc(C)n1 (centres undefined)
  -1%	84%[activator]	-21%	0%	3%	-3%	-1%	-3	-16%
(15) CCOc1ccc(Br)cc1S(=O)(=O)NCCN(C)C
  -5%	0%	-11%	-3%	1%	-1%	9%	5	1%
(16) C=CC(C)(C)c1[nH]c2ccccc2c1C1=C(O)C(=O)C(c2c[nH]c3c(CC=C(C)C)cccc23)=C(O)C1=O
  x	x	x	20µM*	6.3µM*	-2%	1.4µM*	x	x
(17) CCOC(=O)Nc1c(Cl)n(C)c(=O)n(C)c1=O
  4%	u	-2%	30%[activator]	-3%	3%	-10%	-3	-12%
(18) Cc1cc(Br)ccc1NC(=O)CN(C)C(=O)C1=COCCO1
  x	-20%	-9%	13%	x	1%	23%	-1	x
(19) COc1ccc(NC(=O)N2CCC3(CC2)CCN(C(=O)c2ccco2)CC3)cc1
  x	x	x	2%	3%	-3%	5%[60.1 µM]	x	x
(20) COC(=O)C1=C[C@@H](C(=O)OC)C2C3=C(C(=O)[C@@]2(C)NC(=O)c2ccccc2)[C@H](c2ccccc2)[C@@H]2C(=O)N(c4ccccc4)C(=O)[C@@H]2[C@@H]3C1 (some centres undefined)
  -10%	20%	x	-5%	1%	-3%	2%	x	x
(21) Cc1ccc(C(=O)NCC(=O)OCCOc2ccccc2Cl)cc1
  x	u	-3%	-21%	x	5%	-1%	-6	x
(22) CCOC(=O)CNC(=O)CSc1nnnn1-c1ccc(C)c(C)c1
  -21%	10%	-7%	9%	-3%	12%	-12%	0	-12%
(23) COc1ccc(NC(=O)Nc2ccc(Cc3ccncc3)cc2)c(OC)c1
  -5%	14%	-14%	-6%	-2%	-1%	-2%	-7	-2%
(24) O=C(O)c1cccc(NC(=O)c2cc3cc(Br)cc(Br)c3oc2=O)c1
  3%	u	x	x	-2%	x	u	2	-15%
(25) Cc1cc(NC(=O)CCCn2cnc([N+](=O)[O-])n2)no1
  -3%	33%[activator]	20%	5%	-6%	2%	3%	1	18%
(26) COc1cc(C)c(Cl)cc1S(=O)(=O)n1cnc(C)c1
  -12%	24%	-7%	0%	1%	-2%	1%[60.1 µM]	-4	12%
(27) Cc1ccc(NC(=O)CSc2nc(=O)cc(N)n2CCc2ccccc2)cc1
  u	-11%&0%	2%	-2%	-3%&-3%	0%	6%&-7%	2&1	27%&5%
(28) Cc1ccc(S(=O)(=O)NCc2ccccc2)cc1C(=O)NCCc1ccc(S(N)(=O)=O)cc1
  x	7%	-9%	-1%	x	-6%	10%	0	x
(29) O=C(OCC(=O)N1N=C(c2ccc(Cl)cc2)CC1c1ccco1)c1cncc(Br)c1 (centres undefined)
  x	u	45µM*	-16%	x	1%	u	-4	x
(30) CC(NC(=O)COc1ccc(/C=N/NC(=O)C(=O)Nc2ccccc2Br)cc1)c1ccccc1 (centres undefined)
  -17%	u	u	-5%	-12%	2%	9%	-3	32µM*

A draw from above in order of heavy-atom count, low to high:
Screens in order – Apoferritin bind	Pol iota inh	POLH inh	APEX1 inh	BLM helicase inh	GRP78 ERSR act	Pol kappa inh	LDHA inh	POLB inh
(26) COc1cc(C)c(Cl)cc1S(=O)(=O)n1cnc(C)c1
  -12%	24%	-7%	0%	1%	-2%	1%[60.1 µM]	-4	12%
(25) Cc1cc(NC(=O)CCCn2cnc([N+](=O)[O-])n2)no1
  -3%	33%[activator]	20%	5%	-6%	2%	3%	1	18%
(18) Cc1cc(Br)ccc1NC(=O)CN(C)C(=O)C1=COCCO1
  x	-20%	-9%	13%	x	1%	23%	-1	x
(21) Cc1ccc(C(=O)NCC(=O)OCCOc2ccccc2Cl)cc1
  x	u	-3%	-21%	x	5%	-1%	-6	x
(24) O=C(O)c1cccc(NC(=O)c2cc3cc(Br)cc(Br)c3oc2=O)c1
  3%	u	x	x	-2%	x	u	2	-15%
(27) Cc1ccc(NC(=O)CSc2nc(=O)cc(N)n2CCc2ccccc2)cc1
  u	-11%&0%	2%	-2%	-3%&-3%	0%	6%&-7%	2&1	27%&5%
(19) COc1ccc(NC(=O)N2CCC3(CC2)CCN(C(=O)c2ccco2)CC3)cc1
  x	x	x	2%	3%	-3%	5%[60.1 µM]	x	x
(29) O=C(OCC(=O)N1N=C(c2ccc(Cl)cc2)CC1c1ccco1)c1cncc(Br)c1 (centres undefined)
  x	u	45µM*	-16%	x	1%	u	-4	x
(28) Cc1ccc(S(=O)(=O)NCc2ccccc2)cc1C(=O)NCCc1ccc(S(N)(=O)=O)cc1
  x	7%	-9%	-1%	x	-6%	10%	0	x
(30) CC(NC(=O)COc1ccc(/C=N/NC(=O)C(=O)Nc2ccccc2Br)cc1)c1ccccc1 (centres undefined)
  -17%	u	u	-5%	-12%	2%	9%	-3	32µM*
(20) COC(=O)C1=C[C@@H](C(=O)OC)C2C3=C(C(=O)[C@@]2(C)NC(=O)c2ccccc2)[C@H](c2ccccc2)[C@@H]2C(=O)N(c4ccccc4)C(=O)[C@@H]2[C@@H]3C1 (some centres undefined)
  -10%	20%	x	-5%	1%	-3%	2%	x	x

More compounds follow.
Screens in order – Apoferritin bind	Pol iota inh	POLH inh	APEX1 inh	BLM helicase inh	GRP78 ERSR act	Pol kappa inh	LDHA inh	POLB inh
(31) Cc1sc(NC(=O)C2=COCCO2)c(C#N)c1C
  x	46%[activator]	-10%	9%	x	3%	-5%	-6	x
(32) COc1cc(/C=C(\NC(C)=O)C(=O)N2CCCCC2)ccc1OC(C)=O
  -11%	-23%	-15%	7%	0%	-3%	-23%	-2	4%
(33) Cc1cc(C)c(-c2nc3ccccc3s2)[nH]1
  55%[activator]	50%[activator]	-10%	27%	-3%	2%	-13%	-3	10%
(34) O=C(COC(=O)c1cc2c(s1)CCCC2)NCc1ccccc1Cl
  5%	9%	3%	-2%	4%	-1%	4%[60.1 µM]	-2	-16%
(35) Cc1ccc(Cl)cc1-n1c(SCC(=O)NCCC2=CCCCC2)nc2n[nH]c(C)c2c1=N
  -4%	-23%	-18%	-11%	-15%	-5%	5%	-2	6%
(36) Cc1ccc2cc(CN(Cc3ccc4c(c3)OCO4)Cc3nnnn3Cc3ccco3)c(=O)[nH]c2c1
  4%	-8%	-16%	13%	-13%	-4%	-4%	1	12%
(37) O=C(COC(=O)c1c[nH]c(=O)[nH]c1=O)Nc1cccc([N+](=O)[O-])c1
  x	-1%	1%	21%	x	-2%	-5%	0	x
(38) O=c1c2cccnc2n(-c2ccccc2)n1Cc1ccc(Cl)cc1
  0%	104%[activator]	-8%	-2%	-5%	-3%	-3%	0	-22%
(39) COc1cccc(/C=N/NC(=O)C(C)Sc2ccccc2)c1 (centres undefined)
  -10%	54%[activator]	-17%	22%	-3%	1%	2%	-5	3%
(40) CCc1ccc(NC(=O)NCc2cccnc2)cc1
  -6%	16%	-7%	5%	-1%	12%	2%	0	46%[activator]
(41) COC(=O)[C@]1(C)N[C@H](CN(C)C(=O)Nc2ccc(C)cc2)[C@@H]2C(=O)N(C)C(=O)[C@@H]21
  x	u	-3%	-6%	x	-2%	2%	-2	x
(42) O=C(CSc1ccc(-c2ccco2)nn1)Nc1ccc(F)cc1F
  -16%	u	-17%	15%	-6%	1%	-25%	2	-1%
(43) COc1ccc(CCNC(=O)CSc2ncn[nH]2)cc1
  -2%	1%	-8%	-3%	-1%	u	-2%	4	3%
(44) Cc1cccc(C)c1NC(=O)C1=C(O)c2ccccc2N(C)S1(=O)=O
  -2%	7%	-12%	-4%	0%	-4%	0%	-10	-12%
(45) COc1cccc(CNC(=O)c2cc(-c3cccc(OC)c3)n[nH]2)c1
  u	21%	-15%	x	-4%	2%	-18%	3	-1%
(46) O=C(Nc1ccnn1C1CCN(Cc2ccccc2)CC1)c1ccccc1Cl
  -5%	-12%	2%	28%	0%	1%	-6%	-8	3%

Assay outcomes as filed in PubChem.

The list is partial. The share of hits here may be higher or lower than overall.
